SKN-1 block: inhibitors of C. elegans SKN-1 | C. elegans VP596 Pgst-4::GFP/RFP ratio, acrylamide-induced, 24 h | inhibition, % at 21.8 µM | 360,000 tested, 0.49% active;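 active means interference check ratio from 0.5 to 1.5 plus GFP to RFP signal ratio inhibition reaching or exceeding a fixed threshold, cut at about 30% in these data, passing the limit was not always enough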; further: some compounds called inactive have numbers as strong as hits
Rpn11 inh: Rpn11 (human) deubiquitinase inhibition | O00487 | human 26S proteasome, Ub4-pepOG fluorescence polarization; 20S core pre-blocked with epoxomicin | calls only at 20 µM | 360,000 tested, 0.59% active | AID 588493;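 active means inhibition at 20 µM, scaled to each plate's controls, above about 33%, limit read from the data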
MT1-MMP act inh: MT1-MMP (human) activation inhibition; 360,000 tested, 0.061% active; GFP/RFP ratio change, % at 20 µM; HT1080 RFP-PRO-GFP cells, GFP/RFP ratio fluorescence, overnight; percent of plate control window, DMSO zero;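 active means GFP/RFP ratio change of at least 30% with cell ATP level not reduced by more than half and red fluorescence within 50% of control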; further: strong numbers were not always called active
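Assay system: RFP-PRO-GFP reporter HT1080 cells; read-out basis: GFP/RFP fluorescence ratio; benchmarks: DMSO wells and RFP-L50D-GFP cells; doses: 20 µM single dose, 1% DMSO; schedule: overnight cell settling, then overnight compound exposure, 37 °C, 5% CO2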
Rin1-Abl PPI inh: blocks binding of human Rin1 to Abl; TR-FRET Rin1/Abl binding, biochemical; inhibition, % at 7.35 µM; 360,000 tested, 0.4% active; AID 588664; in the data active means inhibition above about 5%, passing the limit was not always enough
Neddyl block: inhibitors of human cullin neddylation; P61081+Q13564; TR-FRET cullin neddylation, biochemical; calls only at 25 µM; 360,000 tested, 0.58% active; AID 651699; in the data active means inhibition above about 36%
CSN deneddyl inh: blocks human CSN-mediated cullin deneddylation; Purified CSN, SCF-Nedd8-OG deneddylation, fluorescence polarization; inhibition, % at 12.5 µM; 360,000 tested, 0.38% active;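 active means pattern-corrected inhibition above about 35%, with an unprinted fluorescence ratio check between 0.5 and 1.5, limit read from the data, passing the limit was not always enough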;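 further: 0% = enzyme with substrate and 100% = substrate without enzyme; some results filed as inactive read as strong as hits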
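Detection – fluorescence polarization · System – HEK293T-derived human Csn5 enzyme · Controls – substrate-only high control, full reaction low control · Timing – 90 min, room temperature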
NadD block: inhibitors of Staphylococcus aureus NadD; purified NadD enzyme, colorimetric absorbance read-out; 360,000 tested, 0.78% active; inhibition, % at 20 µM; in the data active means inhibition above about 26%; further: some compounds past the cut are filed as inactive
PABP1 MLLE inh: blocks PAM2 peptide binding to the PABP1 MLLE domain; P11940; GST-MLLE / FITC-PAM2 fluorescence polarization; inhibition, % at 20 µM; 360,000 tested, 0.36% active; AID 588489; in the data active means inhibition above about 35%, passing the limit was not always enough;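 further: plate controls were DMSO wells with GST-MLLE for no effect and wells lacking GST-MLLE protein for full effect; some results filed as inactive read as strong as hits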
FAS TE block: blocks the thioesterase domain of human fatty acid synthase. recombinant FAS-TE, OMFH fluorogenic substrate, fluorescence endpoint. inhibition, % at 15 µM. 360,000 tested, 0.67% active. AID 602261;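 active means compounds whose normalised, plate-corrected inhibition of enzyme fluorescence in the single-dose primary screen is 50% or more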;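 further: 0% = DMSO with enzyme and 100% = substrate without enzyme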
Starred values were filed as active, the others as inactive; i = inactive; · = not tested or not shown; + = active, no number.

Second line of a record: SKN-1 block, Rpn11 inh, MT1-MMP act inh, Rin1-Abl PPI inh, Neddyl block, CSN deneddyl inh, NadD block, PABP1 MLLE inh, FAS TE block
O=C(/C=C/c1cn(CC(O)CN2CCCCCC2)c2ccccc12)c1cccs1 (centres undefined)
  -1, ·, -34, -25, i, 34, 14, -92, -12
CCn1cc(C(=O)OCC(=O)Nc2cccc(C)c2)c(=O)c2ccc(C)nc21
  5, i, 2, -2, i, 2, 2, 6, 0
CC(=O)N(C(C)=O)c1nc(-c2ccccc2)cn1/N=C/c1cccc([N+](=O)[O-])c1
  2, i, 1, 1, i, 1, 3, -4, 34
CCCSc1nc(C)c(CC(=O)OCC)c(=O)[nH]1
  -9, i, 2, -1, i, -2, 5, 1, -14
CC1(C)C(c2ccccc2)=NC(c2ccc(Br)cc2)N1O (centres undefined)
  -2, i, -3, -1, i, -4, -4, -8, -6
CC(C)C(=O)Nc1ccc(-c2nnc(-c3ccccc3)o2)cc1
  -21, i, -1, 3, ·, -3, -2, 9, -4
Cc1cc(NC(=O)Nc2c[nH]c(=O)[nH]c2=O)ccc1Br
  -8, i, 1, 3, i, 2, -8, 3, -2
CCC1(CC)C(=O)C2=C3C1[C@H](C(=O)OC)CC(C(=O)OC)C[C@H]3[C@H]1C(=O)N(c3ccccc3)C(=O)[C@H]1[C@H]2C (some centres undefined)
  8, i, 0, -1, i, -5, -4, -2, -8
C/C(=N\O)C(=O)C(CN1CCCCC1)CN1CCCCC1
  -5, i, 3, 3, i, -3, 0, 28, -8
COc1ccc2cc(C(=O)NCc3ccccc3)[nH]c2c1
  -6, i, -2, -1, i, 0, -9, -8, 3
COc1ccc(-c2nn(-c3ccccc3C)cc2CNC(C)Cn2cncn2)cc1F (centres undefined)
  -4, i, 1, -2, i, 0, -2, -11, 0
CC(=O)Nc1ccc(S(=O)(=O)N[C@@H](C)C(=O)NC2CCCc3ccccc32)cc1 (some centres undefined)
  -3, i, 1, 1, i, 2, -3, -11, -7
FC(F)(F)c1cccc(OCc2nnc3n2CCC3)c1
  -2, i, 6, -4, i, -3, -9, 12, -3
CSc1ccccc1NC(=O)Cc1ccccc1[N+](=O)[O-]
  -1, i, -1, 0, i, 3, 3, -1, -5
COC(=O)c1cc(CSc2nc3ccc(C)cc3[nH]2)oc1C
  -2, i, -8, 1, i, -6, 3, -84, 4
Cc1cc(C)nc(OC(C(=O)O)C(OCc2ccccc2)(c2ccccc2)c2ccccc2)n1 (centres undefined)
  -2, i, -2, -2, i, -3, 6, -6, 4
CC1(C(=O)NS(=O)(=O)c2ccc(C#N)cc2)CCN1C(=O)Cc1cccc2ccccc12 (centres undefined)
  9, i, -1, -2, i, -3, -10, 3, -4
CC1Cc2ccccc2N1C(=O)CN1C(=O)C(=O)N(Cc2ccccc2)C1=O (centres undefined)
  8, i, -1, 1, i, -1, -5, 5, 2
CC(NC(=O)c1ccc(Cl)cc1Cl)C(c1ccccc1)N1CCOCC1 (centres undefined)
  -3, i, -3, 1, i, -4, -5, 15, 0
Cc1ccc(C(=O)N/C(=C\c2cccs2)C(=O)N2CCN(C)CC2)cc1C
  11, i, -3, 2, i, -3, -1, 4, -2
Cc1cccc(NC(=S)N2CCN(C(=O)C3CCCO3)CC2)c1 (centres undefined)
  -8, i, 0, -1, i, -9, -4, -3, -8
COc1ccccc1C(=O)Nc1ccc(S(=O)(=O)N2CCN(C)CC2)cc1
  7, i, 2, -2, i, 2, -7, -5, -2
Cc1cc(C)c(S(=O)(=O)N2CCN(C(=O)CCOc3ccccc3C)CC2)c(C)c1
  -6, i, -5, 1, i, -4, -4, 12, 25
CCOC(=O)c1cc2c(ccn2C)n1CC(=O)N(CC)CC
  10, i, -2, 1, i, -11, 1, 7, -3
CCCC(C)C1c2c(c(C)c(C)oc2=O)Oc2c(C)c(C)oc(=O)c21 (centres undefined)
  2, i, 1, 0, i, 3, 2, -2, 59*
COc1ccccc1/C=C(\C)C(=O)c1c(C)cc(C)[nH]c1=O
  3, i, -2, 2, i, 1, 5, -5, -2
CCOC(=O)c1sc(NC(=O)CN2C(=O)c3cccc4cccc(c34)C2=O)nc1C
  7, i, -1, 2, i, 2, 4, -4, 2
CCCOc1ccc(-c2cc3onc(-c4ccccc4)c3c(=O)n2C)cc1
  3, i, -5, 0, i, -1, -7, -6, -12
Cc1cc(C)c(NC(=O)CSc2nnc(Cc3cccn3C)n2-c2ccc(F)cc2)c(C)c1
  14, i, 1, -3, i, 0, -3, 2, 0
Cc1ccc(N2C(=O)CS/C2=N\C(=S)Nc2ccccc2)cc1
  4, i, 2, -3, i, 2, 1, -104, -1
CC12CCC(C(=O)N3CCN(c4ncccn4)CC3)(c3nc4ccccc4nc31)C2(C)C (centres undefined)
  -1, i, 4, 1, i, 0, -3, 15, -1
Cc1ccc(NC(=O)CN(C)C(=O)c2ccc(OCc3c(C)noc3C)cc2)cc1
  12, i, 2, 4, i, 2, -8, -14, -4
C=CCSc1nnc(NC(=O)c2cn(CC)c3nc(C)ccc3c2=O)s1
  18, +, -5, -2, i, 26, 9, -100, -6
CCOC(=O)C1(Cc2cccc(F)c2)CCN(C(=O)c2cnccn2)CC1
  7, i, 4, 1, i, 8, -7, 1, -8
Cc1ccc(C(=O)N2CCC(C(=O)NCc3ccco3)CC2)cc1
  -9, i, 3, 2, i, 0, -6, -7, -4
CC(=O)c1ccc(NC(=O)c2cc(CC(C)C)on2)cc1
  -2, i, -1, -5, i, -4, -1, 4, -4
COc1ccc(CSc2nnc(SCc3ccc([N+](=O)[O-])cc3)s2)cc1
  -10, i, -4, 0, i, -1, 1, -108, 5
Cc1ccc(C(=O)Oc2ccc(C(=S)N3CCOCC3)cc2)cc1
  20, i, -2, 0, i, 5, -4, 18, 12
O=C(Cc1c[nH]c2ccccc12)N/N=C/c1ccc(F)cc1
  4, i, 4, -2, i, -2, -1, -2, -6
CC(C)Oc1ccc(CCN=C(N)N=C(N)N)cc1Cl
  1, i, 0, 3, i, 1, -2, 8, -2

Already shown: entries from further up.
Second line of a record: SKN-1 block, Rpn11 inh, MT1-MMP act inh, Rin1-Abl PPI inh, Neddyl block, CSN deneddyl inh, NadD block, PABP1 MLLE inh, FAS TE block
Cc1ccc(C(=O)N2CCC(C(=O)NCc3ccco3)CC2)cc1
  -9, i, 3, 2, i, 0, -6, -7, -4
CC(=O)c1ccc(NC(=O)c2cc(CC(C)C)on2)cc1
  -2, i, -1, -5, i, -4, -1, 4, -4
COc1ccc(CSc2nnc(SCc3ccc([N+](=O)[O-])cc3)s2)cc1
  -10, i, -4, 0, i, -1, 1, -108, 5
Cc1ccc(C(=O)Oc2ccc(C(=S)N3CCOCC3)cc2)cc1
  20, i, -2, 0, i, 5, -4, 18, 12

Next part.
Second line of a record: SKN-1 block, Rpn11 inh, MT1-MMP act inh, Rin1-Abl PPI inh, Neddyl block, CSN deneddyl inh, NadD block, PABP1 MLLE inh, FAS TE block
N#CC(C#N)=NNc1ccc([N+](=O)[O-])cc1
  90*, i, 33*, -7, i, 9, -3, -74, 9
COc1ccc(C(=O)NCc2cccnc2)cc1Br
  -13, i, -1, 2, i, 3, 3, 0, -7
O=c1[nH]c(NC2CCCCC2)nnc1Cc1ccccc1
  6, i, 0, 1, i, 0, -4, -12, -12
COC(=O)CSc1nc2cc(OC)ccc2cc1C#N
  9, i, -7, 3, i, -4, -5, -7, 17
COC(=O)c1sccc1NC(=O)c1ccc(Cl)cc1
  -8, i, -2, 3, i, 1, -8, -5, 2
CC1CCCC(NC(=O)COC(=O)c2ccc(Cl)nc2)C1C (centres undefined)
  -6, i, 1, 0, i, 4, -5, -8, -1
O=C(NC1CCCC1)C1CCC(CNS(=O)(=O)c2cccs2)CC1 (centres undefined)
  3, i, -4, -1, i, 6, -4, -11, -4
COc1ccc(Cl)cc1C(=O)Nc1ccccc1N1CCCCC1
  35*, i, -5, -3, i, -1, 1, -6, 22
O=C(NC(=S)Nc1ccc2[nH]c(=O)[nH]c2c1)c1cc(Br)ccc1Cl
  0, i, 3, 1, i, 3, 4, 13, -5
CC(C)n1c(NCCO)nc2ccccc21
  4, i, 3, -38, i, -6, 6, -11, -7
CC(=O)Nc1cccc(NC(=O)COC(=O)C2CC3CCCC(C2)C3=O)c1 (centres undefined)
  -6, i, -5, 0, i, 1, 4, -41, -5
N#CC(C#N)=C1C=C2C=C(N3CCCCCC3)CCC2CC1 (centres undefined)
  -37, ·, -49, -57, i, -78, 7, i, -152
CSc1ccc(CN(C)C(=O)c2cc(Cl)c3c(c2)OCCO3)cc1
  -5, i, -4, 1, i, 1, -5, -11, 10
CCN(CC)S(=O)(=O)c1ccc(Cl)c(C(=O)OC)c1
  7, i, -5, 3, i, 4, -2, 2, 0
COc1ccc(NC(=O)NC(=O)c2ccccc2)cc1
  -8, i, 2, 0, i, -5, -2, -7, -3
Cc1c(NC(=O)C2CCCN2S(=O)(=O)c2cccc3nsnc23)cccc1C(=O)O (centres undefined)
  -21, i, 3, -2, i, 4, -2, -3, -4
Fc1ccc(-n2cc(-c3ccccc3)c3c(=S)nc[nH]c32)cc1
  1, i, -1, 0, i, -4, 6, 27, 16
CCNc1c(NC(=O)C2CCC(C)CC2)c(=O)oc2ccccc12 (centres undefined)
  -11, i, 2, 1, i, 1, -2, 5, -4
O=C(CN1C(=O)NC2(CCCCC2)C1=O)N1CCOCC1
  -1, i, -1, 1, i, -2, -2, -4, -3
COc1ccccc1NC(=O)CN1C(=O)COc2ccc(S(=O)(=O)N3CCCCCC3)cc21
  18, i, 2, -1, i, 3, 0, -10, 6
O=C(N/N=C/c1ccoc1)c1cccc(OC(F)(F)C(F)F)c1
  -7, i, 4, 0, i, 2, -8, -2, -4
COc1cc(NC(=O)C2CCCN2S(=O)(=O)c2ccc3c(c2)CC(C)N3C(C)=O)cc(OC)c1 (centres undefined)
  26, i, 3, -3, i, 0, 3, -13, -1
COc1ccc(/C(C)=N/Nc2ccc(C(=O)O)cc2)c(OC)c1
  0, i, 0, 0, i, 3, 0, 13, -13
O=C(N/N=C/c1cccc(OC(=O)c2ccc3c(c2)OCO3)c1)c1cncc(Br)c1
  0, i, 4, 4, i, 2, -1, -4, -11
Cc1ccc(S(=O)(=O)N2CCC(N3CCN(C)CC3)CC2)cc1Cl
  4, i, ·, 0, i, 0, -5, -7, -4

Assay outcomes deposited in PubChem by several laboratories.
